Bioassay records (PubChem)
m5-HT2A agonist: mouse HTR2A agonism via beta-arrestin recruitment; P35363; CHO-K1 mHTR2A beta-arrestin complementation, luminescence; percent of 30 µM serotonin response; activation, % at 7.6 µM; 360,000 tested, 0.66% active; AID 624169;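 active means activation above a run cutoff, the mean activation of all tested compounds plus 3 SD, cut at about 14% in these data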;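 further: 0% = plate median of compound wells and 100% = 30 µM serotonin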
CaV13 FRET inh: Disruptors of the CACNA1D IQ motif to Ca2+-dependent inactivation inhibitor domain association, primary screening, Förster resonance energy transfer in intact living … | HEK cells, CFP/YFP FRET ICDI-IQ, plate reader, 10 min; percent FRET-ratio fall versus neutral wells | inhibition, % at 12.3 µM | 340,000 tested, 0.098% active | AID 743397;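 active means mean replicate inhibition of at least 30% and at least 1% of replicates passing that level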;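 further: 0% = median of the neutral control wells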
NR2E3 ag-1: activates human NR2E3 receptor; AID 602229; Q9Y5X4; CHO-S Gal4-NCOR/VP16-NR2E3 two-hybrid, luciferase; inhibition of corepressor binding, % at 3.98 µM; 360,000 tested, 0.35% active;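 active means inhibition above the mean of all tested compounds plus 3 SD, cut at about 70% in these data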;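 further: 0% = DMSO with NR2E3 transfected cells and 100% = cells lacking NR2E3 construct; higher means lower luciferase signal from less NR2E3 corepressor binding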
Target sequence (Q9Y5X4 whole entry, looked up, the tested form may be a part): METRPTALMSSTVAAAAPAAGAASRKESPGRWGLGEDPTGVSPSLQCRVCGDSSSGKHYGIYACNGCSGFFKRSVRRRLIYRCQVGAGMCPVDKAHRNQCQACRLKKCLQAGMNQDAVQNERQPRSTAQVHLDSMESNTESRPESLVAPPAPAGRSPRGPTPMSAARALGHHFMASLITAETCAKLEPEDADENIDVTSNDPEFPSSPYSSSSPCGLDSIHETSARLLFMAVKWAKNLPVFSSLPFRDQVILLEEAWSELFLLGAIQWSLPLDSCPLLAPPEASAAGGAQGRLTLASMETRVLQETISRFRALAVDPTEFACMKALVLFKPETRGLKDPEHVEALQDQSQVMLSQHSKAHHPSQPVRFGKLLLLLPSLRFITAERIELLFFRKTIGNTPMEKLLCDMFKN
MITF TRPM1 inh: MITF TRPM1 promoter inhibition in SK-MEL-5 cells; SK-MEL-5 TRPM1 promoter luciferase, 24 h; inhibition, % at 12.5 µM; 330,000 tested, 0.83% active; AID 488899;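 active means mean inhibition across replicates of 60% or more, whatever share of single replicates reaches that level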; further: values of inactives mirror those of a sister screen read the other way
HIF-2a block: blocks HIF-2a reporter activity | 786-0 RCC cells HIF-2a reporter, luciferase luminescence, overnight | inhibition, % at 18.8 µM | 360,000 tested, 0.72% active;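 active means inhibition of the luminescence signal of 40% or more relative to plate controls, in a single-dose primary screen at 18.75 µM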
Peg3 prom inh: Peg3 promoter activity inhibition; inhibition, % at 20 µM; HeLa PEG-Prom luciferase reporter, luminescence, overnight; AID 588405; 360,000 tested, 1.7% active;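 active means inhibition of at least 50% at 20 µM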
PDI turbidity: blocks human protein disulfide isomerase activity; 350,000 tested, 0.052% active; PDI insulin aggregation turbidity, A650, 90 min; P07237; AID 588391; inhibition, % at 10 µM;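 active means mean inhibition across replicates of 30% or more, whatever share of single replicates reach that level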;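 further: absorbance from insulin aggregation driven by PDI reduction with DTT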
Target sequence (P07237 whole entry, looked up): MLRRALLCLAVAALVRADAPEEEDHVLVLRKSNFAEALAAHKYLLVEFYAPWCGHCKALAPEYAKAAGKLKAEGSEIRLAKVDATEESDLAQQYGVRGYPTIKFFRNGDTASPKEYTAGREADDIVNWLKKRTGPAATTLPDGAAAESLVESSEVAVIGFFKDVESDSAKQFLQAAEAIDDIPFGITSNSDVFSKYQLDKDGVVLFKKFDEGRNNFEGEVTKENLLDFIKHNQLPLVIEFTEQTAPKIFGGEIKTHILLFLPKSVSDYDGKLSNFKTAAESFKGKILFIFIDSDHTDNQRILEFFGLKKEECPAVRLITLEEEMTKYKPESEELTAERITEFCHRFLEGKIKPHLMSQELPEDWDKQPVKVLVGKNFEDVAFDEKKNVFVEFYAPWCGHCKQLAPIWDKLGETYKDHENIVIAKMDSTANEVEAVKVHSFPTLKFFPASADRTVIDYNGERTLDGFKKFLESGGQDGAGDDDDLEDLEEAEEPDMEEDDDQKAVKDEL
Cardio protect: myocardial damage modulation in H9c2 cells; protection from H2O2 cell death, % at 20 µM; 360,000 tested, 0.63% active; AID 588492; H9c2 cardiomyocytes, H2O2 injury protection, ATPLite, 2 h;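 active means compounds giving at least 50% protection of heart cells from peroxide-induced death in the single-dose screen, raw or plate-pattern-corrected value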;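 further: 0% = DMSO wells with peroxide and 100% = DMSO wells without peroxide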
NR2E3 ag-2: agonists of human nuclear receptor NR2E3. Q9Y5X4. GST-NR2E3/biotin-RetCOR TR-FRET, 1536-well. inhibition of corepressor binding, % at 4.78 µM. 320,000 tested, 0.12% active. AID 2300;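 active means percent inhibition above the cutoff of mean plus 3 SD of all tested compounds, set per screening campaign, cut at about 20% in these data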;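 further: 0% = DMSO wells and 100% = biotin wells as full block of FRET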
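Material: NR2E3–RetCOR corepressor complex | Quantity: 1.35 nM GST-tagged NR2E3 final | Schedule: 5 h at 4 °C | Replication: Singlicate compound wells | Reagent: RetCOR corepressor, biotinylated, 7 nM | Controls: Biotin wells as high control, 0.6% DMSO wells as low control | Signal: TR-FRET, Eu(K)-anti-GST donor, streptavidin-D2 acceptor, ex 340, em 617/671 nm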
iPSC survival up: enhancers of human iPSC single-cell survival. hiPSC single-cell survival, ATPlite luminescence; 100% = ROCK inhibitor wells, 0% = DMSO. survival enhancement, % at 20 µM. 360,000 tested, 0.044% active; in the data active means survival enhancement above about 18%;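 further: cells exposed to compounds for 16 hours before the ATP read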
Shn3 3UTR inh: inhibitors of Schnurri-3 3'UTR reporter in osteoblasts; Clone20 osteoblast Shn3 3'UTR firefly luciferase, 24 h; inhibition, % at 12.5 µM; 360,000 tested, 0.52% active; AID 588674;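 active means mean inhibition of at least 75% with every replicate also reaching 75%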;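 further: 0% = median of neutral control wells and 100% = pilot-screen positive control compound; some compounds past the cut are filed as inactive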
Active calls of the source: *; nt = no result given; & = joins results of further samples.

Each structure is followed by: m5-HT2A agonist	CaV13 FRET inh	NR2E3 ag-1	MITF TRPM1 inh	HIF-2a block	Peg3 prom inh	PDI turbidity	Cardio protect	NR2E3 ag-2	iPSC survival up	Shn3 3UTR inh
Cc1cccc(OCC(=O)O/N=C(\N)Cc2ccc([N+](=O)[O-])cc2)c1
  -6	-5	-35	15	-1	2	1	-6	-1	-0.4	9
Cc1occc1C(=O)N(C)CC1CCCN(CCc2ccc(Cl)cc2)C1 (stereo not given)
  -6	-5	14	nt	5	-12	-3	0	nt	3.9	-8
CCC(C)(NC(=O)CNC(C)=O)C(=O)NC1CCCCC1 (stereo not given)
  3	-3	-12	1	10	2	0	-7	4	-4.2	-6
CCC(C)(C)NC(=O)c1ccc2c(c1)S(=O)(=O)c1ccccc1C2=O
  2	-5	18	11	3	15	-10	26	0	-2.3	5
Cc1ccc(C)c(NC(=O)CCNS(=O)(=O)c2ccc3[nH]c(=O)oc3c2)c1
  0	-7	-22	13	16	6	-16	-3	3	-0.5	-10
O=C(NOC(=O)c1c(F)cccc1Cl)c1ccc(Cl)c(Cl)c1
  1	-3	-62	-8	-103	-52	-5	-6	1	-0.2	-16
O=C(O)c1cc(Cl)c(Cl)cc1C(=O)NCc1ccco1
  4	-6	1	9	15	-2	4	4	1	1.6	-6
COc1ccc(C=NNC(=O)CCCC(=O)NN=Cc2ccc(OC)c(OC)c2)cc1OC
  -7	-5	-8	13	2	-3	0	1	nt	4.8	10
CC(C)OCCCNC(=O)c1c(N)n(/N=C/c2ccccn2)c2nc3ccccc3nc12
  -1	-8	-20	7	-11	38	-3	18	2	-1.8	32
NC(=O)c1cc(-c2cccnc2)nc2ccc(Br)cc12
  -1	nt	4	-2	-11	18	-1	0	17	-0.3	6
CCCCCn1c(CNC(=O)c2cccs2)nc2ccccc21
  2	-4	-9	-2	9	18	3	-2	2	1.8	26
CC(C)Cn1c(=O)c(-[n+]2ccccc2)c([O-])c2ccccc21
  -4	-6	17	-5	3	4	-12	1	4	-0.4	-13
COc1ccc(/C=N/NC(=O)CN2CCCC2)cc1
  -1	-20	2	-2	1	1	5	-3	-2	-0.3	15
O=C(COc1ccc2ccc(=O)oc2c1)Nc1nccs1
  -2	-2	-25	-62	-216	-224	3	-8	-1	-0.4	-41
CCOC(=O)c1ccc(N/C=C/C(=O)c2ccc(OC)cc2)cc1
  3	-10	-13	-22	-107	-21	-4	-3	-4	4.7	-5

(list continues)
Each structure is followed by: m5-HT2A agonist	CaV13 FRET inh	NR2E3 ag-1	MITF TRPM1 inh	HIF-2a block	Peg3 prom inh	PDI turbidity	Cardio protect	NR2E3 ag-2	iPSC survival up	Shn3 3UTR inh
CCCCC(=O)N/N=C/c1sccc1C
  3	-3	-29	-25	-27	-29	-13	3	-3	-1.2	-5
COc1ccccc1N1CCN(CC(=O)c2ccc(F)cc2)CC1
  -5	-19	-26	2	0	-10	-1	3	5	3.7	1
CN1CCc2c(c3c(n2C)CCN(C)[C@@H]3c2cccnc2)[C@H]1c1cccnc1
  1	1	-13	-9	15	6	0	1	-2&1	1.8	-5
NC1=NC(=O)/C(=C\c2cccs2)S1
  4	-3	18	-4	-30	-36	-10	3	-4	3.5	-11
O=C(CSc1ncc(C(F)(F)F)cc1Cl)N1CCNC1=O
  1	-1	-7	-4	-56	-13	5	-2	nt	-0.4	-8
C[C@@H]1CN([C@H](C)CO)C(=O)CCCn2nncc2CO[C@@H]1CN(C)S(=O)(=O)c1ccc(Oc2ccccc2)cc1
  3	-10	15	nt	-6	6	9	4	nt	1.2	12
Clc1cc(Br)ccc1OCCOCCN1CCOCC1
  -4	nt	-12	-6	-42	-21	11	0	3	7.5	-15
Cc1cccc(C)c1NC(=O)c1cccc(N2C(=O)C3CCC(C)CC3C2=O)c1 (stereo not given)
  -6	-5	10	5	10	3	-1	0	0	0.2	-1
CC(=O)Nc1cccc(C(=O)Nc2ccc(S(=O)(=O)N3CCCCC3)cc2)c1
  -2	-2	-13	8	13	13	3	-6	-2	0.0	15
CCOc1ccc(Cl)cc1-c1cc(C(=O)Nc2cc(OC)ccc2OC)[nH]n1
  -2	nt	-36	nt	1	-14	0	-2	nt	0.9	30
C[C@H]1CN=C(N(C)C)N1CC1CCCCC1
  5	-11	0	2	6	-4	9	-2	1	-2.6	2
COc1ccccc1N1CCN(C(=O)c2cc3sccc3n2C)CC1
  -3	-5	-35	-7	3	29	-10	10	-1	-2.3	6
CCOc1ccc(NC(=O)NCCCN2CCCC2)cc1
  -2	nt	-27	3	13	3	-10	4	2	-1.9	-2
CCc1ccc(N(C(=O)CNC(=O)c2ccco2)C(C(=O)NC2CCCC2)c2cccnc2)cc1 (stereo not given)
  -9	-4	-18	2	9	6	0	16	-1	0.5	1
O=C(NC1CC1)C1=C[C@@H](c2ccc(Br)cc2)C[C@@H](OCCCCO)O1
  -1	-11	-7	-3	-27	-7	-3	-2	4	-3.9	-7

The list continues:
Each structure is followed by: m5-HT2A agonist	CaV13 FRET inh	NR2E3 ag-1	MITF TRPM1 inh	HIF-2a block	Peg3 prom inh	PDI turbidity	Cardio protect	NR2E3 ag-2	iPSC survival up	Shn3 3UTR inh
C[C@@H]1CCCCO[C@H](CN(C)C(=O)Nc2ccc(F)cc2)[C@@H](C)CN([C@H](C)CO)C(=O)c2cc(N(C)C)ccc2O1
  -1	-6	-7	nt	7	1	-1	1	nt	2.4	13
COc1ccc(-c2nnc(NC(=O)Cc3ccccc3)s2)c(OC)c1
  6	-4	-2	-5	-4	9	3	-2	5	1.5	nt
COc1cc(/C=C/C(=O)N2CCN(c3ccccn3)CC2)cc(OC)c1OC
  2	-3	0	1	20	0	-6	-1	0	-0.3	1
O=C(NCc1ccco1)c1cccc(NC(=O)c2ccccc2)c1
  -1	-4	50	-8	10	-2	-1	-4	-3	-2.2	55
CC(C)c1ccc(NC(=O)NCc2ccc3c(c2)OCO3)cc1
  0	-3	-33	13	-30	-32	-5	-3	0	3.1	3
Cc1ccc(CC(=O)O/N=C(\N)Cc2ccc([N+](=O)[O-])cc2)cc1
  -1	-7	-8	7	10	6	-5	0	8	0.3	11
O=c1cc(O)n(-c2ccc(Cl)cc2)c(=S)[nH]1
  -3	nt	1	2	5	1	5	-7	1	-2.2	1
CC(=O)Nc1c(C(=O)c2ccccc2)oc2ccccc12
  -6	-6	-11	-10	-29	7	0	-1	2	-1.5	12
CCOc1ccc(-c2nonc2NC(=O)c2ccco2)cc1OCC
  -5	-14	-35	6	5	-2	6	3	2	-0.3	1
CSCc1c(C(=O)Nc2ccccc2N2CCOCC2)oc2ccccc12
  -4	-2	1	15	5	-6	-2	18	-1	0.1	18
CC(=O)N1CCN(C(=O)c2ccc3c(c2)OCO3)CC1
  -2	-6	1	1	21	2	-7	-4	nt	8.6	9
COC(=O)c1ccc(NC(=O)c2cn(-c3ccccc3)nc2-c2ccncc2)cc1
  -3	-5	-2	0	0	27	1	11	2	8.7	-32
Cc1ccc(-c2nc(N)nc(N)n2)c(C)c1
  2	17	-7	-1	-13	-8	-5	3	0	-0.2	14
COc1ccccc1OCCOCCOc1c(C)cc(C)cc1Br
  -4	7	-14	0	3	8	0	-9	-4	6.3	3
O=C1NC(Cc2ccccc2)c2nc3ccc(Cl)cc3c(=O)n2-c2cc3ccccc3cc21 (stereo not given)
  -8	-7	-12	nt	-10	17	2	-6	nt	1.0	19

Ordered by the number under NR2E3 ag-1 (smallest number first): 6 from the list above
| molecule | NR2E3 ag-1 |
| --- | --- |
| CC(C)c1ccc(NC(=O)NCc2ccc3c(c2)OCO3)cc1 | -33 |
| Cc1ccc(C)c(NC(=O)CCNS(=O)(=O)c2ccc3[nH]c(=O)oc3c2)c1 | -22 |
| CC(=O)Nc1cccc(C(=O)Nc2ccc(S(=O)(=O)N3CCCCC3)cc2)c1 | -13 |
| CSCc1c(C(=O)Nc2ccccc2N2CCOCC2)oc2ccccc12 | 1 |
| Cc1cccc(C)c1NC(=O)c1cccc(N2C(=O)C3CCC(C)CC3C2=O)c1 (stereo not given) | 10 |
| O=C(NCc1ccco1)c1cccc(NC(=O)c2ccccc2)c1 | 50 |

Among those listed so far, two contain a nitro group on carbon.
Each structure is followed by: m5-HT2A agonist	CaV13 FRET inh	NR2E3 ag-1	MITF TRPM1 inh	HIF-2a block	Peg3 prom inh	PDI turbidity	Cardio protect	NR2E3 ag-2	iPSC survival up	Shn3 3UTR inh
Cc1cccc(OCC(=O)O/N=C(\N)Cc2ccc([N+](=O)[O-])cc2)c1
  -6	-5	-35	15	-1	2	1	-6	-1	-0.4	9
Cc1ccc(CC(=O)O/N=C(\N)Cc2ccc([N+](=O)[O-])cc2)cc1
  -1	-7	-8	7	10	6	-5	0	8	0.3	11
